Compound activity from PubChem.
SENP6 inh – SENP6 protease inhibitors, primary screen, biochemical, luminescence, uHTS; Sentrin-specific protease 6 (Homo sapiens), Q9GZR1; Recombinant SENP6 catalytic domain, aminoluciferin luminescence; inhibition, % at 10 µM; 330,000 compounds, 1.8% hits;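 active means inhibition above about 50% at the single tested dose, limit read from the data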;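 further: plate controls were DMSO wells with enzyme for no effect and DMSO wells lacking enzyme for full effect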
Apaf1 inhib – inhibitors of human Apaf-1 apoptosome, primary screen, biochemical, DEVD-Rh110 fluorescence, uHTS | inhibition, % at 20 µM | Apoptotic protease-activating factor 1 (Homo sapiens), O14727 | AID 489030, 2010 | reconstituted apoptosome caspase-3 activity | 330,000 compounds, 0.71% hits; active means inhibition of at least 40% at 20 µM;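 further: plate controls were DMSO wells for no effect and DEVD-CHO caspase inhibitor wells for full effect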
Target sequence (O14727 whole entry, looked up): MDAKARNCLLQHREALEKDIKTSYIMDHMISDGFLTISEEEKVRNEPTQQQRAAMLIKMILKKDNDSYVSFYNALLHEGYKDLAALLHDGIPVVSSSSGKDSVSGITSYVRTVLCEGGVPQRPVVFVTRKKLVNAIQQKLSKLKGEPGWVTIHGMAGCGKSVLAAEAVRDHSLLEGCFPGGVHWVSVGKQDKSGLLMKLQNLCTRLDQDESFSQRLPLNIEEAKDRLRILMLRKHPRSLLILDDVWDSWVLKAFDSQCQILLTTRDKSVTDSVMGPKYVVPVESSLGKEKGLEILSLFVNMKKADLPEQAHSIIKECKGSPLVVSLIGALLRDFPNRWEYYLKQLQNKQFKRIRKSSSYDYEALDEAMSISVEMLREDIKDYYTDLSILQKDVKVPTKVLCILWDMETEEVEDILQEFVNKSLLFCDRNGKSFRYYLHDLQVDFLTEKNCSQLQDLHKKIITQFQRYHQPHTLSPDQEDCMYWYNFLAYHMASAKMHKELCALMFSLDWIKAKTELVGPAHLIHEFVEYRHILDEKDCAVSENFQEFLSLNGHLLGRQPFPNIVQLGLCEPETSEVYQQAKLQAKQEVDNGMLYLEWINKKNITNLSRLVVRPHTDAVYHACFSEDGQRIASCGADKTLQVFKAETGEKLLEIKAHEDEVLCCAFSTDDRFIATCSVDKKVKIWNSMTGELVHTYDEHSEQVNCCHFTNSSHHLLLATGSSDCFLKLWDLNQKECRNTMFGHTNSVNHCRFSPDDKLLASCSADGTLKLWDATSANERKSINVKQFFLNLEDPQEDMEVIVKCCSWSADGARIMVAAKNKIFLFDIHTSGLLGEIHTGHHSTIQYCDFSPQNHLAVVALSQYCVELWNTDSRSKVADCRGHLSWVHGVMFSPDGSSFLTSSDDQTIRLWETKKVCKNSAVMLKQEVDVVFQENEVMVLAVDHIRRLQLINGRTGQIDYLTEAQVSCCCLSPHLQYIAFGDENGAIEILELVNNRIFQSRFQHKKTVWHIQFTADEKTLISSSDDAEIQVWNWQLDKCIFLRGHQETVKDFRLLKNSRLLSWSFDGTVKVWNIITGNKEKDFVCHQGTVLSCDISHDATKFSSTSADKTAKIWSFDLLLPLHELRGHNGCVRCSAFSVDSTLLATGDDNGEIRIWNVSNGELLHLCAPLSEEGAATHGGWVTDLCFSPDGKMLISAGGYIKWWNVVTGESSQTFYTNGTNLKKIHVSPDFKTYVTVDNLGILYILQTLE
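Assay system: Apoptosome proteins | Medium: pH 7.5 Hepes buffer with CHAPS, BSA, DTT | Also added: Cytochrome c and DEVD-Rh110 substrate | Times: 30 min plus 50 min, RT | Detection: Rhodamine 110 fluorescence at Ex 480/Em 540 nm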
SENP8 block-1 – human SENP8 protease inhibitors, primary screen, biochemical, fluorescence, Nedd8 protein substrate, uHTS | Sentrin-specific protease 8 (Homo sapiens), Q96LD8 | inhibition, % at 20 µM | recombinant SENP8 | AID 602440, 2012 | 360,000 compounds, 0.64% hits; in the data active means inhibition mostly above about 40%, no sharp cut-off; inactive means mostly below about 27%
SENP7 block – SENP7 protease inhibitors, primary screen, biochemical, luminescence, uHTS | 330,000 compounds, 1.5% hits | inhibition, % at 5 µM | recombinant SENP7, Z-RLRGG-aminoluciferin luminescence, 40 min;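 active means inhibition above about 50% at the single test dose, limit read from the data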;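 further: plate controls were DMSO with enzyme for no effect and no enzyme buffer wells for full effect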
SENP8 block-2 – SENP8 protease inhibitors, primary screen, biochemical, luminescence; Sentrin-specific protease 8 (Homo sapiens), Q96LD8; purified SENP8, Z-RLRGG-aminoluciferin cleavage; inhibition, % at 10 µM; 330,000 compounds, 1.2% hits; AID 2540, 2010; in the data active means inhibition above about 50%
SENP1 inh – human SENP1 catalytic domain inhibitors, primary screen, biochemical, FRET, uHTS; Sentrin-specific protease 1 (Homo sapiens), Q9P0U3; recombinant SENP1 catalytic domain, CyPet-SUMO1-YPet FRET cleavage; inhibition, % at 10 µM; 360,000 compounds, 0.21% hits;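 active means inhibition at least 30% at 10 µM, raw YFP signal under a set limit, fluorescence ratio 0.5 to 1.5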;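 further: 0% = enzyme with DMSO and 100% = no enzyme wells; some results filed as inactive read as strong as hits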
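system = hSENP1 catalytic domain, recombinant | reagent = SFCypet-SUMO1-SFYpet substrate at 25 nM | doses = one dose per compound, 10 µM, 0.5% DMSO | incubation = enzyme reaction for 50 min at room temperature, dark | measured by = FRET, CFP and YFP emission | controls = no-enzyme low, enzyme-DMSO high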
UBC13 polyUb – UBC13 polyubiquitin chain formation inhibitors, primary screen, biochemical, TR-FRET, uHTS | AID 485273, 2010 | 330,000 compounds, 0.47% hits | Ubiquitin-conjugating enzyme E2 N (Homo sapiens), P61088 | inhibition, % at 20 µM; in the data active means inhibition above about 45%, passing the limit was not always enough
A3G deaminase – APOBEC3G DNA deaminase inhibitors, primary screen, biochemical, fluorescence, single-stranded DNA substrate, uHTS | recombinant A3G, ssDNA deamination FAM/TAMRA fluorescence | inhibition, % at 20 µM | 330,000 compounds, 0.28% hits | AID 493012, 2011;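 active means inhibition of at least 40% at 20 µM, with no more than 30% in the related APOBEC3A deaminase screen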;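 further: plate controls were DMSO wells with A3G for no effect and wells lacking A3G enzyme for full effect; some compounds called inactive have numbers as strong as hits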
* marks the source's active call; other numbers are inactive results; · = not tested or not shown.

SMILES | SENP6 inh | Apaf1 inhib | SENP8 block-1 | SENP7 block | SENP8 block-2 | SENP1 inh | UBC13 polyUb | A3G deaminase
O=C(O)[C@H](Cc1ccccc1)NC(=O)C(c1ccccc1)(c1ccccc1)c1ccccc1 | -11 | 15 | 27 | -18 | -16 | 4 | -26 | -15
CCn1nnnc1NC(=O)c1cc(OC)c(OC)c(OC)c1 | 11 | -17 | 5 | 4 | 9 | 2 | -8 | -6
S=C(c1ccc(-c2ccccc2)o1)N1CCCCC1 | -16 | 7 | 7 | -9 | 10 | 1 | -14 | 20
Cc1ccc(NC(=O)CSc2nnc(-c3cc(C)on3)o2)cc1 | -12 | -14 | 7 | 5 | 7 | 0 | 6 | -4
COc1ccc(C2=NS(=O)(=O)N(C)C(C(=O)NC3CCCC3)=C2)cc1OC | -2 | 4 | -126 | 4 | 0 | -2 | -3 | 2
Cc1nnc(SCC(=O)N2CCN(c3ccccc3)CC2)n(N)c1=O | 7 | -13 | 1 | 0 | 3 | 3 | 24 | -2
CCOC(=O)c1ccc(-n2c(CCC(=O)O)ccc2-c2cccs2)cc1 | -16 | 8 | -60 | 1 | 0 | -88 | -8 | 7
Cc1cc(N2CCCC2=O)cc(C)c1S(N)(=O)=O | -2 | -8 | 22 | 1 | -1 | 1 | 2 | -2
N#Cc1cc2c(nc1SCC(=O)O)CCCC2 | -6 | 8 | 15 | 1 | -9 | -2 | 7 | -6
O=C(/C(=C(\O)c1ccccc1)c1nc2ccccc2[nH]1)c1ccccc1 | -4 | 18 | 21 | 0 | 1 | -2 | 0 | -3
CC(=O)Oc1cccc(/C=C2\Sc3ccccc3C2=O)c1 | 91* | 16 | -6 | 83* | 89* | -65 | 9 | -4
Cc1sc2ncnc(NCC(c3ccccc3)N(C)C)c2c1C (stereo unspecified) | -8 | 6 | -5 | 3 | 0 | -9 | 5 | -5
COc1ccc(NC(=O)C(Cc2ccccc2)NC(=O)c2ccco2)cc1OC (stereo unspecified) | -11 | -21 | 10 | 8 | -1 | 0 | 8 | -6
Cc1nn(C)cc1CNC(=O)c1cccc(F)c1 | 14 | 0 | 9 | 2 | -3 | 0 | 14 | -11
Cc1cccc(C)c1OCC(=O)N(Cc1cccs1)C1CCS(=O)(=O)C1 (stereo unspecified) | -3 | -18 | 2 | -1 | -1 | 2 | 5 | -1
CCn1c(=O)c2c(nc3n2CC(C)CN3CCc2ccccc2)n(C)c1=O (stereo unspecified) | -6 | 8 | 28 | -6 | 3 | -1 | 6 | -3
Cc1ccc2[nH]c(=O)c3cc(C(=O)NCCN4CCN(C)CC4)sc3c2c1 | 0 | 5 | -422 | -9 | -5 | 1 | 18 | -2
O=C1CSC(c2ccccc2)N1c1ccc(F)cc1F (stereo unspecified) | 14 | 4 | 18 | -6 | -1 | 0 | 8 | -1
CC#CC(=O)NC1CCCN(C2Cc3ccccc3C2)C1 (stereo unspecified) | 7 | -7 | 5 | -1 | -5 | -4 | -4 | -8
COc1ccc(N2CCN(CCNC(=O)C3CCN(S(=O)(=O)c4cccs4)CC3)CC2)cc1 | 3 | -8 | 7 | 0 | -2 | 1 | -6 | -1
COC(=O)CCC(=O)NC1CC(C)(C)Cc2c1cnn2-c1ccc(F)cc1 (stereo unspecified) | 2 | -14 | 13 | 0 | -6 | 0 | 2 | -5
Cc1noc(C)c1C(=O)Nc1sc(C)c(-c2ccccc2)c1C#N | -2 | -3 | -2 | 0 | -1 | -52 | 12 | -5
Cc1ccc(S(=O)(=O)NCC(=O)OC(C)C(=O)NC(=O)NC2CCCCC2)cc1C (stereo unspecified) | -2 | 21 | 8 | -4 | -12 | 1 | 3 | -4
NC(=O)CC(NC(=O)Cc1ccc(Cl)cc1)c1ccc(NCC2CC2)c([N+](=O)[O-])c1 (stereo unspecified) | -11 | -5 | 14 | -3 | -4 | 2 | -23 | -4
O=C(CCNc1ccc(F)cc1)c1cccc([N+](=O)[O-])c1 | 0 | 3 | 12 | 4 | 0 | -1 | 5 | -2
CCc1cccc2c(C(=O)CN3C(=O)NC4(CCc5ccccc54)C3=O)c[nH]c12 (stereo unspecified) | -14 | 9 | 0 | 12 | -11 | -5 | -4 | -5
COc1cccc(-c2noc(Cn3nc(C(=O)O)c4ccccc4c3=O)n2)c1 | -9 | 18 | 19 | -7 | 5 | 3 | 9 | -6
O=C(COc1cc2oc(=O)c3c(c2cc1Cl)CCC3)NCc1ccncc1 | 14 | -7 | -101 | 3 | -5 | -4 | 9 | -6
Cc1ccc2nc(NC(=O)c3cccc(-c4cc5ccccc5oc4=O)c3)sc2c1 | -23 | -14 | · | -13 | 6 | · | -7 | -4
COc1ccc(-c2cccc(-c3cc(=O)oc4cc(OC)c(OC)c(OC)c34)c2)cc1 | · | 9 | -70 | -6 | · | -1 | · | 2
CN(Cc1ccccc1)c1nc2c(c(=O)[nH]c(=O)n2C)n1C | 2 | 10 | 12 | 2 | 1 | 0 | -7 | -1
O=C(Nc1ccc2c(c1)CCC2)C1COc2ccccc2O1 (stereo unspecified) | -18 | -4 | 6 | 5 | -8 | -1 | 11 | 0
N#CC/C(N)=N/NC(=O)CCCNc1ncc(C(F)(F)F)cc1Cl | -8 | 4 | -2 | -3 | -6 | -8 | -2 | -2
CCOC(=O)CC(C#N)c1cn(C)c2ccccc12 (stereo unspecified) | -2 | -17 | -24 | 7 | 2 | -17 | 4 | -7
CC(C)NC(=O)CN(Cc1ccc2c(c1)OCO2)C(=O)CCC(=O)Nc1ccccn1 | -14 | 7 | 20 | -2 | 4 | 0 | 7 | -2
Fc1ccc(-c2cc(-c3nnc4n3CCCCC4)c3ccccc3n2)cc1 | -3 | 10 | -26 | -4 | 4 | 0 | -4 | -6
O=C(NC(=O)N1CCN(c2cccc(Cl)c2)CC1)c1ccccc1 | -15 | -8 | 12 | 8 | -8 | 1 | -8 | -5
COc1cc(OC)c2c(-c3cccc(-c4cccc(N)c4)c3)cc(=O)oc2c1 | · | 22 | -8 | -5 | · | 0 | · | 2
Oc1ccc(Cl)cc1Cc1cc(Cl)ccc1O | -2 | 10 | 7 | -7 | -4 | 1 | -13 | -4
COc1ccc(C(c2c(N)[nH]c(=S)[nH]c2=O)c2c(N)[nH]c(=S)[nH]c2=O)cc1 | -26 | 3 | -8 | -6 | -3 | 2 | -2 | 14

Brought forward from above: four compounds, then new ones.
SMILES | SENP6 inh | Apaf1 inhib | SENP8 block-1 | SENP7 block | SENP8 block-2 | SENP1 inh | UBC13 polyUb | A3G deaminase
O=C(NC(=O)N1CCN(c2cccc(Cl)c2)CC1)c1ccccc1 | -15 | -8 | 12 | 8 | -8 | 1 | -8 | -5
COc1cc(OC)c2c(-c3cccc(-c4cccc(N)c4)c3)cc(=O)oc2c1 | · | 22 | -8 | -5 | · | 0 | · | 2
Oc1ccc(Cl)cc1Cc1cc(Cl)ccc1O | -2 | 10 | 7 | -7 | -4 | 1 | -13 | -4
COc1ccc(C(c2c(N)[nH]c(=S)[nH]c2=O)c2c(N)[nH]c(=S)[nH]c2=O)cc1 | -26 | 3 | -8 | -6 | -3 | 2 | -2 | 14
CCOC(=O)c1nnn2c1nc(N1CCN(c3ccccc3)CC1)c1ccccc12 | -10 | 15 | 16 | -2 | -11 | 2 | 7 | -7
O=C(Cc1ccccc1)NNC(=O)C1CCN(c2ncccn2)CC1 | 19 | -4 | -56 | 5 | 1 | 3 | 0 | 5
CCOc1ccc(CNC(=O)CCCC(=O)n2ncc3cc(C)ccc32)cc1 | 4 | -5 | 12 | -17 | -8 | 4 | -1 | -12
CCOc1ccc(N/C=C/C(=O)c2ccc(OC)c(OC)c2)cc1 | -14 | 2 | -107 | -12 | -6 | -26 | -4 | -6
CSc1ccc(CN(C)CC(=O)NC(=O)NC(C)(C)C)cc1 | -6 | 13 | 12 | 12 | -2 | 0 | 4 | 0
COc1cc(/C=N/NC(=O)c2csc3c2CCCC3)cc(OC)c1O | 5 | 0 | -78 | -1 | 5 | -1 | 3 | -3
Cc1ccc(C(=O)c2c3ccc(N)cc3nn2CCC(N)=O)cc1 | 57* | 82* | -72 | 21 | 26 | -13 | -87 | -10
COc1ccc(CNC(=O)COC(=O)c2cc(-c3cccs3)nc3ccccc23)cc1OC | -1 | 21 | -306 | -3 | 2 | -9 | 1 | -7
Cc1ccc(Cl)cc1NC(=S)N(Cc1ccco1)C(C)c1cccs1 (stereo unspecified) | -10 | 1 | 0 | 5 | -5 | 0 | -14 | -3
CSS(=O)(=O)c1cccc2cccnc12 | -4 | 7 | 11 | -2 | 2 | 1 | -11 | 78*
NC(=O)CC(NC(=O)c1ccccc1)c1ccc(N2CCCCCC2)c([N+](=O)[O-])c1 (stereo unspecified) | -5 | 17 | 28 | 3 | -4 | 1 | -23 | 21
COc1ccc(S(=O)(=O)N2CCN(C(=O)CCCN3C(=O)NC4(CCCC4)C3=O)CC2)cc1 | -3 | -6 | 14 | -5 | -7 | 2 | -1 | -3
COc1ccc(C(=O)Nc2cc(C(=O)c3ccccc3)c(C)oc2=O)cc1 | -13 | 5 | 21 | -6 | -5 | 2 | -8 | 2
Cc1ccc2c(c1)c1c3n2CCN(CC#N)C3CCC1 (stereo unspecified) | 19 | 9 | 9 | -4 | 5 | -4 | 3 | -3
Cc1cc(C)c(OCC(=O)NCC(C)(C)N2CCOCC2)c(C)c1 | 5 | 18 | 11 | -2 | 5 | -2 | 7 | -10
Cc1cc(C)cc(NC(=O)c2ccccc2CC[N+](=O)[O-])c1 | -15 | 7 | 18 | -1 | 1 | 1 | -3 | -1
COc1ccc(NC(=O)C(NS(=O)(=O)c2ccc3c(c2)CCCN3C(C)=O)C(C)C)c(OC)c1 (stereo unspecified) | -4 | 6 | 29 | 102* | 1 | 1 | 2 | -4
CCC(=O)c1cc2c(cc1NC(=O)c1ccc(C)cc1)OCCO2 | -15 | -17 | -289 | -11 | -2 | 1 | 9 | -6
CCN(CC)CCNC(=S)Nc1ccc2nc(N3CCOCC3)cc(C)c2c1 | 9 | 6 | -292 | 6 | 5 | -19 | 0 | -1
O=C(Cc1cccc2ccccc12)Nc1nnc(-c2cccc([N+](=O)[O-])c2)s1 | 2 | 10 | 12 | 2 | 6 | 3 | -28 | -3
O=C(N[C@@H]1c2ccccc2CC[C@@H]1OCc1ccccc1)c1ccc(-c2ccccc2)cc1 | · | 17 | 2 | 4 | · | 2 | · | 0
Cc1ccccc1NC(=O)Cc1nc(COC(=O)c2cc(Cl)ccc2O)cs1 | 8 | 17 | -119 | -8 | 11 | -8 | 16 | -4
O=C(O)c1cc(-c2ccc(N3CCOCC3)cc2)nn1-c1ccccc1Cl | -14 | 3 | -22 | -1 | 3 | -5 | 4 | 0
Cn1cc(C(=O)NC2CCCCC2)c(=O)c2cc(S(=O)(=O)N3CCOCC3)ccc21 | 0 | 3 | 6 | -4 | 5 | 1 | -5 | -5
CCOC(=O)c1nc(NCc2ccccc2)sc1C | -5 | 12 | 19 | 6 | 1 | -3 | 18 | 21
O=C(Oc1ccccc1Cl)c1ccc2c(=O)n3c(nc2c1)CCC3 | -23 | 1 | -26 | -8 | -8 | -2 | -3 | -7
